MITF inh = inhibitors of human MITF | AID 1259374 | 0.91% of 650,000 active | inhibition, % at 2.6 µM | AlphaScreen MITF homodimerization, bead proximity signal; in the data active = inhibition above about 50%;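 note: 0% = vehicle wells with protein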
Target sequence (O75030 whole entry, looked up): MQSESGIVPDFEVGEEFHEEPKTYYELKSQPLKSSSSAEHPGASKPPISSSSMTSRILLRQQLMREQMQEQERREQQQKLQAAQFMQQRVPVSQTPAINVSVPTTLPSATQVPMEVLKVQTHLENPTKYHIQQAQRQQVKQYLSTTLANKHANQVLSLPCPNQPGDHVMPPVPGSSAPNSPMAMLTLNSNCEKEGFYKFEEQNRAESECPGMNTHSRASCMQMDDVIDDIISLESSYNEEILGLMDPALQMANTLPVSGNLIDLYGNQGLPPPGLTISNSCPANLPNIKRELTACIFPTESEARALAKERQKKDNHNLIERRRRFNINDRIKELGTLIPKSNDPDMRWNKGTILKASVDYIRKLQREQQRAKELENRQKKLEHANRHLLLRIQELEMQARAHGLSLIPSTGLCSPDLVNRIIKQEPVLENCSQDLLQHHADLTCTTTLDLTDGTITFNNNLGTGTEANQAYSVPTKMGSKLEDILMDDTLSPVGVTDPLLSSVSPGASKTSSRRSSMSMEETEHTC
GPR151 activ = human GPR151 activation; Q8TDV0; PathHunter beta-arrestin GPR151 cells, luminescence; activation, % at 11.2 µM; 1% of 650,000 active; AID 1508602; in the data active = activation above about 4.9%;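 note: 0% = median of compound wells and 100% = cells with positive control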
Target sequence (Q8TDV0 whole entry, looked up): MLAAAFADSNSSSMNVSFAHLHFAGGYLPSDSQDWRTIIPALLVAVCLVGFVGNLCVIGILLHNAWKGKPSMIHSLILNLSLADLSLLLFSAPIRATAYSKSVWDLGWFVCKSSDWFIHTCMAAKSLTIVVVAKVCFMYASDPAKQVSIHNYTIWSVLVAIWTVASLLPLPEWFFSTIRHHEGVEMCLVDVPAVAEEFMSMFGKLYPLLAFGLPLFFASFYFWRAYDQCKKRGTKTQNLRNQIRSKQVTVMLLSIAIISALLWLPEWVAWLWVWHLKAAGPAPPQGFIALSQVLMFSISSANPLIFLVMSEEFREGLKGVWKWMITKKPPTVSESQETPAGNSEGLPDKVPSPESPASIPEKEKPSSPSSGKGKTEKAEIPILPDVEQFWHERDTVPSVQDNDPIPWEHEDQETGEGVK
FBW7 activator = activators of human E3 ligase FBW7; AID 1259310; 0.13% of 650,000 active; AlphaScreen FBW7–phospho-cyclin E peptide binding, activator screen; normalized activity (activation), % at 26.1 µM; Q969H0; in the data active = normalized activity above about 1.9%;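 note: purified mutant Fbw7 with reduced substrate affinity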
TEAD-YAP block = TEAD-YAP interaction inhibition. HEK-TIYL cells, TEAD-Gal4/YAP UAS-luciferase luminescence. inhibition, % at 9.12 µM. 1.4% of 640,000 active. AID 1259422; in the data active = inhibition above about 32%;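 note: 0% = median of test compound wells and 100% = reference inhibitor wells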
The depositor's hits bear a star.

SMILES	MITF inh	GPR151 activ	FBW7 activator	TEAD-YAP block
CCCN1CCC(NC(=S)Nc2ccc([N+](=O)[O-])cc2)CC1	4	2.7	-0.2	-8
O=C(NC(=S)NC1CCCC1)c1cc2ccccc2o1	0	0.1	-0.2	14
COc1ccc(/C=N/NC(=O)C2(C)NC(C)(C)Cc3ccccc32)cc1 (centres undefined)	25	-1.0	0.4	-5
Cc1ccc2c(c1)N(CCC(=O)NC1CCCCC1C)C(=O)CO2 (centres undefined)	-6	2.3	0.0	-1
Cc1cc(N2CCCC2)nc(N2CCN(C(=O)c3ccc(C)c(C)c3)CC2)n1	-2	-1.5	-0.2	5
c1ccc(Cc2nnc3n2CCN(Cc2cn[nH]c2-c2ccccc2)CC3)cc1	-6	-0.3	0.0	-4
CCOC(=O)c1ccc(NC(=O)C(C)NS(=O)(=O)c2ccc(C)cc2)cc1 (centres undefined)	-7	2.7	0.0	0
CC(C)(C)NS(=O)(=O)c1ccc(NC(=O)CSc2nc3ccccc3[nH]2)cc1	9	2.2	-0.1	4
O=C(Nc1ccccc1Oc1cccnc1)C1CCCN(C2CCOCC2)C1 (centres undefined)	11	-1.0	0.3	11
COC(=O)[C@@H](NC(=O)CCC1(Cc2ccco2)CCC(=O)N1)c1ccccc1 (some centres undefined)	-7	-1.7	-0.1	-37
Cc1ccc(NC(=O)Cn2nc(-c3ccc(C)cc3)c3ccccc3c2=O)cc1	-4	1.9	-0.1	4
COc1cccc(CN2CCC(=O)N(Cc3ccccn3)CC2)c1	15	-0.4	0.1	12
O=C1CSC(c2cc3c(cc2[N+](=O)[O-])OCO3)N1c1ccc(F)cc1F (centres undefined)	-2	1.7	-0.1	-10
Cc1ccc(-c2csc(NC(=O)c3cccs3)n2)cc1	-14	0.4	-0.3	-57
COc1ccc(-c2nc(N)c(C#N)c(-c3ccco3)c2C)cc1	-3	-0.8	0.5	4
COc1ccc(C2N(c3ccc(OC)c(Cl)c3)C(=O)C3CCCN32)cc1 (centres undefined)	4	0.1	0.0	5
Cc1nnc(SCC(=O)c2ccc(F)cc2)s1	2	2.0	-0.1	-6
CCOc1ccccc1N=Cc1c(O)n(-c2nccs2)c(=O)c2ccccc12	-5	1.3	-0.1	21
COc1ccccc1CNC1=C(Cl)C(=O)c2ccccc2C1=O	3	1.8	-0.3	-19
CC1(C)C(=O)NCCN1C(=O)CCCC(=O)O	-1	0.7	-0.1	0
O=C1[C@@H]2CCCN2C(=O)[C@H]2CN(Cc3ccc(Cl)s3)CCN12	0	2.0	-0.1	-2
Brc1ccc(CN2CCc3ccccc3C2)o1	42	-1.9	0.4	12
CCOC(=O)c1c(-c2ccc(C)cc2)csc1/N=C/c1c(C)[nH]n(-c2ccccc2)c1=O	2	-1.2	-0.5	-3
CCOC(=O)C1=C(C)NC(=S)NC1c1ccc(OC(F)F)cc1 (centres undefined)	-3	-0.9	0.0	-4
Cc1ccc(Nc2ncnc3sc(C)cc23)c(Br)c1	1	-2.5	0.2	-29
COc1cccc(NC(=O)COc2cc(C)ccc2C(C)(C)C)c1	1	1.8	-0.3	1
CCOC(=O)C1=C(C)N=c2s/c(=C\c3c(C)[nH]c4ccccc34)c(=O)n2C1c1ccc(SC)cc1 (centres undefined)	0	-0.8	-0.1	-7
Cc1cc(N2CCCCC2)nc2ccc(NC(=O)C3CCC(C(C)(C)C)CC3)cc12 (centres undefined)	8	4.4	0.3	-9
Cc1c(C)n(CC(O)CNc2ccccc2)c2ccccc12 (centres undefined)	59*	2.5	0.3	0
COc1ccc(C2N=C(c3cccc(Cl)c3)CC(c3ccccc3O)N2)cc1Br (centres undefined)	2	-0.9	-0.1	-22
CCOc1ccccc1CNCCc1ccc(S(N)(=O)=O)cc1	2	0.7	0.1	-1
CCOC(=O)CN1C(c2ccccc2O)Nc2ccc(Br)cc2C1c1ccccc1 (centres undefined)	10	-1.7	-0.1	10
COc1cc(/C=C2\C(=O)NC(=O)N(C(C)(C)C)C2=O)cc(OC)c1O	-16	0.6	-0.2	-2
O=C(CN1C(=O)c2cccnc2Oc2ccc(Cl)cc21)NC1CCCC1	13	-0.5	0.4	0
CCOc1ccc(Cc2cnc(SC)nc2N)cc1	13	0.0	0.3	-40
Cc1ccccc1N1CC(C(=O)Nc2ccc3ccccc3c2)CC1=O (centres undefined)	2	-0.4	-0.1	-2
O=C(NCCN1CCN(c2ccccc2F)CC1)c1ccc(Br)o1	9	0.2	0.1	4
CNC(=O)c1ccc(I)cc1	-6	-0.6	0.0	-1
CC[C@@H]1NC(=O)[C@@H]2C[C@H](NC(=O)c3ccc(OC)cc3)CN2C1=O	-4	-0.5	-0.1	-8
COc1ccc2c(=O)c(Oc3ccc(C(=O)Nc4cc(C)ccc4OC)cc3)coc2c1	14	-0.9	0.1	-2
CCOc1ccc(C(=O)NCCc2sc3nc(-c4ccc(F)cc4)nn3c2C)cc1OCC	-2	0.4	0.0	-10
COc1ccc(NC(=O)/C=C/c2cccs2)c(OC)c1	-1	-1.4	-0.1	-26
COc1cc([N+](=O)[O-])ccc1NC(=O)C1CCCO1 (centres undefined)	0	-1.6	0.4	1
O=C(NCc1cc2ccccc2[nH]1)c1cc(COc2ccc(F)cc2F)on1	-1	-1.1	0.1	-14
O=C(COC(=O)C(c1ccccc1)c1ccccc1)NNC(=O)c1ccccc1F	10	-0.1	-0.1	7
O=C(Nc1nc(-c2ccc(Oc3ccccc3)cc2)cs1)c1sc2ccccc2c1Cl	14	-0.9	0.2	-8
Cc1cc(C)c(C)c(S(=O)(=O)N2CCN(Cc3nnc(-c4ccccc4)o3)CC2)c1C	3	-0.4	-0.1	-12
NC(=S)N1CCN=C1c1ccccc1	14	-0.4	1.0	-1

An excerpt from above in order of count of non-hydrogen atoms, high to low.
SMILES	MITF inh	GPR151 activ	FBW7 activator	TEAD-YAP block
CCOc1ccc(C(=O)NCCc2sc3nc(-c4ccc(F)cc4)nn3c2C)cc1OCC	-2	0.4	0.0	-10
COc1ccc2c(=O)c(Oc3ccc(C(=O)Nc4cc(C)ccc4OC)cc3)coc2c1	14	-0.9	0.1	-2
Cc1cc(C)c(C)c(S(=O)(=O)N2CCN(Cc3nnc(-c4ccccc4)o3)CC2)c1C	3	-0.4	-0.1	-12
CCOC(=O)CN1C(c2ccccc2O)Nc2ccc(Br)cc2C1c1ccccc1 (centres undefined)	10	-1.7	-0.1	10
COc1ccc(C2N=C(c3cccc(Cl)c3)CC(c3ccccc3O)N2)cc1Br (centres undefined)	2	-0.9	-0.1	-22
O=C(NCc1cc2ccccc2[nH]1)c1cc(COc2ccc(F)cc2F)on1	-1	-1.1	0.1	-14
O=C(CN1C(=O)c2cccnc2Oc2ccc(Cl)cc21)NC1CCCC1	13	-0.5	0.4	0
COc1cc(/C=C2\C(=O)NC(=O)N(C(C)(C)C)C2=O)cc(OC)c1O	-16	0.6	-0.2	-2
O=C(NCCN1CCN(c2ccccc2F)CC1)c1ccc(Br)o1	9	0.2	0.1	4
CCOc1ccccc1CNCCc1ccc(S(N)(=O)=O)cc1	2	0.7	0.1	-1
Cc1c(C)n(CC(O)CNc2ccccc2)c2ccccc12 (centres undefined)	59*	2.5	0.3	0
COc1ccc(NC(=O)/C=C/c2cccs2)c(OC)c1	-1	-1.4	-0.1	-26
CCOc1ccc(Cc2cnc(SC)nc2N)cc1	13	0.0	0.3	-40
NC(=S)N1CCN=C1c1ccccc1	14	-0.4	1.0	-1
CNC(=O)c1ccc(I)cc1	-6	-0.6	0.0	-1

(continued)
SMILES	MITF inh	GPR151 activ	FBW7 activator	TEAD-YAP block
Cc1ccc(OCC(=O)N/N=C/c2ccc3ccccc3c2)cc1	-1	0.3	-0.1	-5
COc1ccc(N(C(C)C(=O)Nc2ccc(F)cc2F)S(C)(=O)=O)cc1 (centres undefined)	7	-1.1	-0.1	7
CC(C)Cn1c(=O)[nH]c2ncc(-c3ccoc3)nc21	7	0.2	-0.4	0
N/C(CC(=O)Nc1cccc(C(F)(F)F)c1)=N/O	-23	-0.2	0.0	3
Cc1cc(I)ccc1NC(=O)c1cccs1	0	0.7	0.0	-18
Nc1cccc(-c2cnc3ccc(NCc4ccc(F)cc4)nn23)c1	7	-0.4	-0.2	22
COc1ccc(-c2nc3ccc(C(=O)NC4CCN(Cc5ccccc5)CC4)cc3s2)cn1	19	0.2	0.2	4
CCC(=O)Nc1nc(C)c(-c2csc(Nc3ccc(N(C)C)cc3)n2)s1	15	-1.3	-0.6	-4
CC(=O)c1cccc(NC(=S)NCc2cccnc2)c1	-9	0.3	-0.2	2
CC1(C)CC(=O)C2=C(C1)N(c1cc(C(F)(F)F)ccc1Cl)C(N)=C(C#N)C2c1cccs1 (centres undefined)	12	0.5	0.3	3
O=C(NCc1ccccc1)/C(=C/c1ccc(Br)cc1)NC(=O)c1ccco1	8	0.4	0.0	10
Cc1ccc2nc(/N=C(\N)NC(=O)c3ccccc3)nc(C)c2c1	1	0.0	-0.1	-6
CC(C)CN1CCN2C(=O)[C@H](Cc3ccccc3)N(C)C(=O)[C@H]2C1	8	4.1	0.0	-2
COc1ccc(C2C(C#N)=C(N)OC3=C2C(=O)CCC3)c(OC)c1 (centres undefined)	0	0.6	0.1	5
CNC(=O)C1CCCN(c2ccc(C(F)(F)F)cn2)C1 (centres undefined)	-3	1.1	-0.1	-3
C=CCN1C(=O)NC(=O)/C(=C\c2c(OC)cc(OC)cc2OC)C1=O	0	-1.5	0.2	2
CN1C(=O)/C(=C2\SC(=Nc3ccccc3)N(c3ccccc3)C2=O)c2cc(Br)cc(Br)c21	1	1.3	-0.1	3
O=C(Nc1ccccc1)C1CCN(C(=O)c2ccc(Br)cc2)CC1	16	-0.3	-0.1	5
COc1cccc(C2(c3ccc(O)cc3)CCCC2)c1	3	-1.7	0.2	-13
CCOc1cc(C)nc(N2CCc3c(nc(N4CC(C)OC(C)C4)[nH]c3=O)C2)n1 (centres undefined)	-8	0.5	0.0	-7
COCc1cc(CN[C@H]2C[C@H]3C(=O)N[C@@H](CO)C(=O)N3C2)ccc1OC	-9	-1.9	0.2	-14
CCNC(=O)C(=O)NCC1OCCCN1S(=O)(=O)c1ccccc1 (centres undefined)	2	5.2*	0.1	0
Clc1ccc(-n2c(-c3ccccc3)nnc2-c2ccccc2)cc1Cl	18	1.1	0.8	-27
Nc1ccc(N2C(=O)c3cccc4cccc(c34)C2=O)cc1	-1	-0.7	-0.2	-14
CCN(CC)c1ccc(/C=N/N=C(N)N)c(O)c1	13	2.5	-0.1	50*
COc1ccc(N(CC(=O)NC2CC2)S(=O)(=O)c2ccc(F)cc2)cc1	11	0.4	-0.1	1
CCOc1ccc(-c2c(C)n([O-])c3c([n+]2=O)CCCC3)cc1	12	2.5	0.3	14
O=C(NCc1ccc(F)cc1)c1cn(C2CCCCC2)cc(C(=O)NC2CC2)c1=O	2	-0.2	0.6	-6
Cc1cccc(C2=N/C(=C\c3ccc(N4CCOCC4)s3)C(=O)O2)c1	4	0.8	-0.1	7
COC(=O)C(NC(=O)/C=C\C(=O)O)c1ccccc1 (centres undefined)	21	0.4	0.3	3
COc1ccccc1-c1cc(C(F)(F)F)nc(S(=O)(=O)CCCC(=O)Nc2ccccc2F)n1	17	-0.1	0.2	-2
C=CCNc1ccc(-c2ccc3c(c2)OCO3)cn1	17	1.6	0.0	30
CCc1nn(CC(=O)O)c(=O)c2cc3ccsc3n12	-13	0.8	0.0	-5
Cc1ccc(NCC(=O)N/N=C\c2cc(C)ccc2O)cc1	-7	-1.0	0.3	-2
CC(C)C(=O)N1CC[C@@H]2[C@H](CCCN2C(=O)c2cccc(Cn3cccn3)c2)C1	-5	-0.1	0.1	-4
COCCN(CCOc1ccc(S(C)(=O)=O)cc1)S(=O)(=O)c1ccc(C)cc1	12	-0.6	-0.1	0
CC(=O)N1CCN(c2ccc(S(=O)(=O)N3CCOCC3)cc2Cl)CC1	-4	2.6	0.1	-3
CC(=O)Nc1ccc(C(=O)CSc2n[nH]c(C)n2)cc1	10	0.3	-0.1	-2
N#CC1=C2SCN(Cc3ccccc3)CN2C(=O)CC1c1ccc([N+](=O)[O-])cc1 (centres undefined)	-12	-0.7	-0.1	-2
Cn1ccnc1CN1CCN(C(=O)CN2Cc3ccccc3OC(c3ccccc3)C2)CC1 (centres undefined)	14	-0.5	0.1	1
COc1ccc2c(c1)CCC1C2=NN(/C(C)=C/C(C)=O)C1c1cccc(F)c1 (centres undefined)	14	-1.7	0.6	-18
CC1(C)Cc2cccc(OCC(=O)Nc3cccc(I)c3)c2O1	4	-0.5	0.5	-9
O=C(CCC(=O)Nc1ccc(F)cc1)N/N=C/c1ccc(I)cc1	9	0.2	-0.1	13
O=C(CSc1cn(Cc2ccc(F)cc2)c2ccccc12)Nc1ccc2c(c1)OCCO2	7	-0.4	-0.1	0
O=C(NCc1ccco1)c1ccc(CNc2nc(=S)[nH]c3ccccc23)cc1	12	0.0	-0.2	-6
Cc1cc(C)n(-c2ccc(NC(=O)C3CCN(Cc4ccncc4)CC3)cc2)n1	2	-0.1	-0.1	3
COc1cccc(-n2cc(C(=O)NCCC(=O)Nc3nc4ccc(OC)cc4s3)c3ccccc3c2=O)c1	-15	-0.3	0.0	-7
CCN1CCN(C(=O)CN(C2CCCCC2)S(=O)(=O)c2c(C)cc(C)cc2C)CC1	2	-0.2	0.1	8

From PubChem BioAssay
